TRPC4 block = inhibitors of mouse TRPC4 channel, primary screen, Fluo4 calcium, HEK293 TRPC4beta/mu-opioid cells. B-score at 10 µM. Short transient receptor potential channel 4 (Mus musculus), Q9QUQ5. 300,000 compounds, 0.39% hits. DAMGO-evoked Fluo4 calcium flux; hits give low values;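 active means B-score over 3 SD under the library average, no early fluorescence shift, positive overall ratio signal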
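Assay system: Stable TRPC4beta/mu-opioid receptor HEK293 cells | Reagent: DAMGO in two steps, submaximal then maximal | Compound dosing: Single concentration per test compound | Signal: Fluo4 Ca2+ flux fluorescence | Evaluation: Per-well B score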
TRPC6 act = mouse TRPC6 channel activators, primary screen, cell-based, HEK293, membrane potential dye | Short transient receptor potential channel 6 (Mus musculus), Q61143 | HEK293-TRPC6 membrane potential dye fluorescence; hits give high values | B-score at 10 µM | 310,000 compounds, 0.13% hits | AID 2550, 2010;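 active means B-score of the integrated fluorescence ratio above library mean plus 3 SD, and starting fluorescence ratio within library mean plus 5 SD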;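 further: higher score means more depolarization so channel activation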
Target sequence (Q61143 whole entry, looked up): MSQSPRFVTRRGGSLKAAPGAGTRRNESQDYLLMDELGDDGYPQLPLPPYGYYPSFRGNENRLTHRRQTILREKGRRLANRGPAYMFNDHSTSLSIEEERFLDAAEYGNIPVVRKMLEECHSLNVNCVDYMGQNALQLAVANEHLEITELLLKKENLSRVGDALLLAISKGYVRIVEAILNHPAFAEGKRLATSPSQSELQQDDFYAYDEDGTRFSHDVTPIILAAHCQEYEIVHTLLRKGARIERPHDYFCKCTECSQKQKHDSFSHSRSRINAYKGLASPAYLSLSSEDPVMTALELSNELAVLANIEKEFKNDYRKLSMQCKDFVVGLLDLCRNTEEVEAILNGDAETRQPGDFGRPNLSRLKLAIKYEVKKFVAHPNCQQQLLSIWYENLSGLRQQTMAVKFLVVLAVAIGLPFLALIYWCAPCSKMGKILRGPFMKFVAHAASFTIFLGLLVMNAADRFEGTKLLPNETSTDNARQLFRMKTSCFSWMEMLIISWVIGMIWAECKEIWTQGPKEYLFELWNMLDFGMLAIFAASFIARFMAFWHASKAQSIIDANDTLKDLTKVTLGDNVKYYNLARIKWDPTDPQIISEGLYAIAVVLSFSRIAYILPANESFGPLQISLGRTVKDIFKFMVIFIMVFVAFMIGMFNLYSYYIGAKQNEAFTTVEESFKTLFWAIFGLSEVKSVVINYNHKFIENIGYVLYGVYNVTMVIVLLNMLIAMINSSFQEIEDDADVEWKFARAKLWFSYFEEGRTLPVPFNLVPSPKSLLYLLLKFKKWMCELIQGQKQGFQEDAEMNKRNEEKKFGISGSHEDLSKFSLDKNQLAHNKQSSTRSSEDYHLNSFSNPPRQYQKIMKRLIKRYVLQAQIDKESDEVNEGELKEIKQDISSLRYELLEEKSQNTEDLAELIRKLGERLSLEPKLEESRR
IEC-6 cytotox = cytotoxicity in IEC-6 intestinal epithelial cells, primary screen, cytotoxicity control for KLF5 inhibitor project, cell-based, luminescence; IEC-6 cytotoxicity, luminescence viability; inhibition, % at 5 µM; 290,000 compounds, 0.78% hits; in the data active means inhibition above about 22%;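 further: 0% = plate median of test compound wells and 100% = cytotoxic reference compound wells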
KLF5 inh = KLF5 expression inhibitors, primary screen, DLD-1 cells, luminescence; DLD-1 KLF5 promoter-luciferase reporter; inhibition, % at 5 µM; 290,000 compounds, 0.23% hits; AID 1700, 2009;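 active means inhibition above a per-plate limit of that plate's mean compound inhibition plus 3 SD, cut at about 60% in these data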;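 further: 0% = DMSO wells and 100% = LY294002 at 200 µM; higher means less KLF5 promoter-driven luciferase light; inactives centre near -14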
SKKanGAS inh = S. pyogenes SKKanGAS growth inhibitors in kanamycin, primary screen, streptokinase expression inhibitor project, SKKanGAS strain, BacTiter-Glo luminescence; 6 h; inhibition, % at 7.5 µM; 300,000 compounds, 1.3% hits; AID 1662, 2009;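 active means mean replicate score, as percent of positive control median, at least 50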;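 further: strain carries kanamycin resistance gene driven by streptokinase promoter and grows in 40 µg/ml kanamycin; loss of luminescence reflects streptokinase promoter inhibition or plain growth inhibition; 0% = median of DMSO wells and 100% = positive control at its reference dose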
TRPC4 potent = positive allosteric modulators of TRPC4, primary screen, cell-based, mouse TRPC4beta, HEK293 mu-opioid, Fluo-4 calcium; AID 2227, 2009; 310,000 compounds, 0.42% hits; Short transient receptor potential channel 4 (Mus musculus), Q9QUQ5; B-score at 10 µM; DAMGO EC20, Fluo-4 Ca2+ flux; hits give high values;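 active means B-score of calcium response area above 5 SD of library B-scores, with initial fluorescence ratio within 5 SD of library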;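 further: B-score of integrated fluorescence ratio over time as area under calcium response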
TRPC6 inhibitor = mouse TRPC6 channel inhibitors, primary screen, cell-based, HEK293, membrane potential dye | ACh-evoked depolarization; hits give low values | B-score at 10 µM | 310,000 compounds, 1.1% hits | AID 2553, 2010;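 active means B-score under library mean minus 3 SD, initial fluorescence not abnormally high, positive integrated signal ratio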;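 further: B-score derived from integrated fluorescence ratio over the kinetic read; more negative B-score means stronger inhibition of depolarization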
aSyn 5UTR inh = MLPCN primary screen, SNCA 5' untranslated region; inhibition, % (tested at 7.5 µM); AID 1813, 2009; alpha-synuclein 5'UTR reporter, inhibitor activity; 300,000 compounds, 0.82% hits; in the data active means inhibition above about 60%;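 further: H4 neuroglioblastoma cells stably carrying SNCA 5'UTR luciferase fusion; 0% = DMSO wells and 100% = positive control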
TRPC4 act = activators of mouse TRPC4 channel, primary screen, Fluo4 calcium, HEK293 TRPC4beta/mu-opioid cells; Short transient receptor potential channel 4 (Mus musculus), Q9QUQ5; Fluo4 calcium fluorescence; hits give high values; B-score at 10 µM; 310,000 compounds, 0.49% hits; AID 2237, 2010;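 active means B-score above 5 SD of library B-scores, and initial fluorescence ratio not above library mean plus 5 SD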;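 further: positive B-score marks a calcium rise read as TRPC4 activation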
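Assay system: HEK293 cells stably co-expressing mouse TRPC4beta and mu-opioid receptor / Timing: Fluo4 dye loading 45 min at room temperature, 110 s recording / Signal: Fluo4 calcium-sensitive dye fluorescence, kinetic, 1 Hz baseline / Read-out: integrated baseline-normalised fluorescence ratio, converted to per-well B score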
MrgX1 antag = antagonists of human MrgX1 receptor, primary screen, HEK293 cells, Fluo-4 calcium flux; AID 588676, 2011; B-score at 10 µM; 310,000 compounds, 1.3% hits; BAM8-22 antagonism; hits give low values;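 active means calcium-response B-score plate-corrected more than 3 library SD below zero, starting fluorescence within 5 deviations, no agonist response on first addition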;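 further: peak minus trough fluorescence over baseline after final BAM8-22 challenge near maximal dose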
HIF act = HIF pathway transcriptional activators, primary screen, cell-based, U2OS HRE-luciferase, luminescence; U2OS HRE-luciferase reporter; normalized: DMSO 0%, desferrioxamine 100%; activation, % at 7.5 µM (by protocol); 300,000 compounds, 0.32% hits; AID 1910, 2009;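 active means mean activation of at least 10% of the iron chelator positive control signal, with at least half of replicates also reaching 10%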
* marks the source's active call; other numbers are inactive results; i = inactive; / = no result given.

1	COC(C(=O)Nc1ccc(C(C)=O)cc1)c1ccccc1 (stereo not drawn)
2	Cc1ccc(O)c(CNc2ccc(S(=O)(=O)Nc3nccs3)cc2)c1
3	COc1ccc(C(=O)c2sc3nc(-c4ccccc4)ccc3c2N)cc1
4	CSC(=NCc1ccc(F)cc1)NS(=O)(=O)c1cccs1
5	CC(=O)c1cccc(NC(=O)C2CCCN(S(C)(=O)=O)C2)c1 (stereo not drawn)
6	Cc1cccc(NS(=O)(=O)c2cc(Cl)ccc2Cl)n1
7	Cc1cccc(OCC(=O)N2CCC3(CC2)CC(=O)c2ccccc2O3)c1
8	Cn1c(=O)[nH]c(=O)c2c1nc(SCC(O)CO)n2Cc1ccccc1Cl (stereo not drawn)
assay / entry | 1 | 2 | 3 | 4 | 5 | 6 | 7 | 8
TRPC4 block | i | i | i | i | i | i | i | i
TRPC6 act | i | i | i | i | i | i | i | i
IEC-6 cytotox | -3 | 1 | 10 | 1 | -3 | -2 | / | -3
KLF5 inh | -6 | -6 | -13 | 24 | 10 | -12 | / | -27
SKKanGAS inh | -4 | 10 | / | -5 | 1 | 6 | -5 | 0
TRPC4 potent | i | i | i | i | i | i | i | i
TRPC6 inhibitor | i | i | i | i | i | i | i | i
aSyn 5UTR inh | -28 | 0 | 3 | 38 | 12 | 11 | 0 | 17
TRPC4 act | i | i | i | i | i | i | i | i
MrgX1 antag | i | i | i | i | i | i | i | i
HIF act | 0.1 | -0.4 | 0.2 | -0.3 | 0.7 | -25 | 2.3 | -0.1

Continued, starting with the last 3 of the part before.
6	Cc1cccc(NS(=O)(=O)c2cc(Cl)ccc2Cl)n1
7	Cc1cccc(OCC(=O)N2CCC3(CC2)CC(=O)c2ccccc2O3)c1
8	Cn1c(=O)[nH]c(=O)c2c1nc(SCC(O)CO)n2Cc1ccccc1Cl (stereo not drawn)
9	Cc1ccccc1NC(=O)NC1CCCCC1C (stereo not drawn)
10	CCCCc1ccc(NC(=O)COc2ccc(C(=O)Nc3ccccc3OC)cc2)cc1
11	O=C(CC1Sc2ccccc2NC1=O)NNC(=O)Nc1ccc(Cl)cc1 (stereo not drawn)
12	COCCN1C=C(C(=O)OC)C(c2ccccc2C(F)(F)F)C(C(=O)OC)=C1
13	Cc1cccc(NC(=O)CSCC(=O)N(C)CC(=O)Nc2cccc(F)c2)c1
14	COc1ccccc1N(CC(=O)NCc1ccccc1)C(=O)CCC(=O)Nc1nccs1
15	CC1CC(C)(C)NC(=S)S1 (stereo not drawn)
16	CCCc1cc(N2CCOCC2)n2ncc(-c3ccccc3)c2n1
assay / entry | 6 | 7 | 8 | 9 | 10 | 11 | 12 | 13 | 14 | 15 | 16
TRPC4 block | i | i | i | i | i | i | i | i | i | i | i
TRPC6 act | i | i | i | i | i | i | i | i | i | i | i
IEC-6 cytotox | -2 | / | -3 | -3 | -3 | 1 | 1 | / | -6 | -8 | 4
KLF5 inh | -12 | / | -27 | -21 | -1 | 5 | 9 | / | -12 | -13 | -55
SKKanGAS inh | 6 | -5 | 0 | -3 | 3 | 8 | 3 | 3 | -3 | -1 | -6
TRPC4 potent | i | i | i | i | i | i | i | i | i | i | i
TRPC6 inhibitor | i | i | i | i | i | i | i | i | i | i | i
aSyn 5UTR inh | 11 | 0 | 17 | -4 | 18 | 19 | -4 | -1 | 13 | -7 | -67
TRPC4 act | i | i | i | i | i | i | i | i | i | i | i
MrgX1 antag | i | i | i | i | i | i | i | i | i | i | i
HIF act | -25 | 2.3 | -0.1 | -0.2 | -0.1 | 0.0 | 4.8 | 0.2 | -0.3 | -0.6 | -44

Molecules listed so far that contain a Cl atom (three):
6	Cc1cccc(NS(=O)(=O)c2cc(Cl)ccc2Cl)n1
8	Cn1c(=O)[nH]c(=O)c2c1nc(SCC(O)CO)n2Cc1ccccc1Cl (stereo not drawn)
11	O=C(CC1Sc2ccccc2NC1=O)NNC(=O)Nc1ccc(Cl)cc1 (stereo not drawn)
assay / entry | 6 | 8 | 11
TRPC4 block | i | i | i
TRPC6 act | i | i | i
IEC-6 cytotox | -2 | -3 | 1
KLF5 inh | -12 | -27 | 5
SKKanGAS inh | 6 | 0 | 8
TRPC4 potent | i | i | i
TRPC6 inhibitor | i | i | i
aSyn 5UTR inh | 11 | 17 | 19
TRPC4 act | i | i | i
MrgX1 antag | i | i | i
HIF act | -25 | -0.1 | 0.0

(listing goes on)
17	O=C(CN1CCCCCC1)Nc1ccc(Br)cn1
18	CC1=C(N2CCN(c3ncccn3)CC2)CCC1=O
19	CCC(C)NC(=O)/C=C/c1cccs1 (stereo not drawn)
20	Cc1cc(NC(=O)Cn2cnc3c(nnn3-c3ccc(C)c(Cl)c3)c2=O)no1
21	CCc1ccc(-c2cc(C(=O)NN3CCN(C)CC3)c3ccccc3n2)cc1
22	COc1ccc(NC(=O)Nc2ccccc2SC)cc1OC
23	CC1CCCCC1NC(=O)Cn1nc(-c2ccccc2)ccc1=O (stereo not drawn)
24	COc1ccccc1-c1cc(C(=O)N/N=C/c2cccs2)c2ccccc2n1
assay / entry | 17 | 18 | 19 | 20 | 21 | 22 | 23 | 24
TRPC4 block | i | i | i | i | i | i | i | i
TRPC6 act | i | i | i | i | i | i | i | i
IEC-6 cytotox | -6 | / | 6 | -6 | 8 | 1 | -3 | -1
KLF5 inh | -11 | / | -17 | -10 | -21 | -35 | -24 | 21
SKKanGAS inh | 2 | -2 | 1 | -3 | 3 | -21 | 2 | 14
TRPC4 potent | i | i | i | i | i | i | i | i
TRPC6 inhibitor | i | i | i | i | -5.2* | i | i | i
aSyn 5UTR inh | -11 | 6 | 7 | 2 | -112 | -55 | 12 | 26
TRPC4 act | i | i | i | i | i | i | i | i
MrgX1 antag | i | i | i | i | i | i | i | i
HIF act | 0.7 | 0.0 | 0.5 | -0.2 | 2.1 | 2.0 | 0.2 | -0.1

(listing goes on)
Fields: TRPC4 block, TRPC6 act, IEC-6 cytotox, KLF5 inh, SKKanGAS inh, TRPC4 potent, TRPC6 inhibitor, aSyn 5UTR inh, TRPC4 act, MrgX1 antag, HIF act
(25) CCCSc1nc(N2CCCC2)c2c(c1C#N)CC(C)(C)OC2
    i, i, 2, -15, 30, i, i, 35, i, i, -39
(26) CC(C)CN(C(=O)CCCSc1nc2ccccc2[nH]1)c1c(N)n(Cc2ccccc2)c(=O)[nH]c1=O
    i, i, /, /, -15, i, i, 8, i, i, -0.1
(27) COc1ccc([N+](=O)[O-])cc1N(CC(=O)NCc1ccco1)S(C)(=O)=O
    i, i, -3, -7, -12, i, i, 15, i, i, -0.3
(28) Cc1ccc(CN2CCCNC2=O)cc1
    i, i, -3, -31, 1, i, i, 5, i, -4.9*, -0.3
(29) c1ccc(Cn2cc(CNc3ccccc3)nn2)cc1
    i, i, /, /, 4, i, i, -48, i, i, 1.4
(30) COc1ccccc1N(Cc1cc(=O)[nH]c2ccccc12)C(=O)c1ccccc1
    i, i, -2, 4, 5, i, i, 11, i, i, -0.4
(31) CCn1cnc2c(cnn2-c2ccccc2)c1=O
    i, i, 2, -22, -11, i, i, -46, i, i, 0.7
(32) Cc1[nH]c2ccccc2c1/C=N/NS(=O)(=O)c1ccccc1
    /, i, 5, 14, -10, i, i, -12, i, i, 0.7
(33) COc1cccc(NC(=O)CN(C)C(=O)/C=C/c2cc(OC)ccc2OC)c1
    i, i, -5, 19, 1, i, i, 12, i, i, -0.1
(34) Cc1ccc(C)c(N/N=C2\CCCNC2=O)c1
    i, i, 7, -8, -1, i, i, 1, i, i, 0.0
(35) CCc1ccc2c(CN3CCOCC3)cc(=O)oc2c1
    i, i, -3, -14, -3, i, i, -25, i, i, 0.0
(36) COc1cccc(SCC2CSc3nc4ccccc4c(=O)n32)c1 (stereo not drawn)
    i, i, 0, -27, 5, i, i, -3, i, i, 0.0
(37) O=C(COC(=O)/C=C/c1ccc([N+](=O)[O-])cc1)NCc1ccc2c(c1)OCO2
    i, i, 3, -23, -11, i, i, 10, i, i, 0.0
(38) CCC1(O)c2ccccc2-c2ncccc21 (stereo not drawn)
    i, i, -2, 1, -2, i, i, 3, i, i, -0.7
(39) Cn1ccsc1=NC(=O)c1cccc(C#N)c1
    i, i, -5, -37, -14, i, i, -86, i, i, 1.3
(40) CC(C)(C)Nc1c([N+](=O)[O-])c(=O)sc2ccccc12
    i, i, 5, 6, 0, i, i, 4, i, i, 0.2
(41) C=CCNc1nnc(Cc2ccc(C(C)C)cc2)c(=O)[nH]1
    i, i, 23*, 17, 2, i, i, -32, i, i, 2.1
(42) CC1(C)Cc2c(cnn2-c2ccccc2)C(NC(=O)CCc2ccncc2)C1 (stereo not drawn)
    i, i, 3, -13, 10, i, i, -10, i, i, -0.2
(43) CC1CCCN(CCCNC(=O)C2CCN(S(=O)(=O)N3CCC4(CC3)OCCO4)CC2)C1 (stereo not drawn)
    i, i, 2, -10, 1, i, i, 11, i, i, 0.2
(44) N#CCCNc1c(Cl)cc(Cl)cc1C(=O)O
    i, i, 0, -11, 4, i, i, -24, i, i, -0.1
(45) CC1CCc2sc(C(=O)OCC(=O)NC(N)=O)cc2C1 (stereo not drawn)
    i, i, -4, -15, -2, i, i, -8, i, i, 0.1
(46) Cc1ccc(NC(=O)CCN2CCC(Cc3ccccc3)CC2)cc1
    i, i, -5, -19, -7, i, i, -9, 96*, i, 1.5
(47) CCCCS/C(=C(/C#N)C(N)=O)c1cc2c([nH]1)CCCC2
    i, i, 1, -29, -9, i, -5.7*, -52, i, i, -4.1
(48) O=C(/C=C/c1ccc(O)c(O)c1)O[C@H](Cc1ccc(O)c(O)c1)C(=O)O
    i, i, /, /, 6, i, i, -22, i, /, -0.3
(49) CCOC(=O)c1ccc(NC(=O)C(=O)NCc2ccccn2)cc1
    i, i, -7, -40, 2, i, i, -18, i, i, 0.1
(50) CC(C)c1ccc2oc(=O)cc(CN3CCN(c4ccccc4)CC3)c2c1
    i, i, 2, 4, -4, i, i, 5, i, i, -0.6
(51) O=C1NCCC/C1=N/Nc1cc(F)ccc1F
    i, i, 0, -84, 1, i, i, -113, i, i, 1.8
(52) COc1cccc(CN2CCN(C(=O)c3ccco3)CC2)c1OC
    i, i, 3, -23, -2, i, i, -22, i, i, 0.0

Bioassay records (PubChem)
